Screening data: PubChem BioAssay, several laboratories
GLD-1 TGE inh – GLD-1-TGE RNA interaction inhibition (C. elegans) | inhibition, % at 5.96 µM | actives 0.44% (n = 320,000) | Q17339 | purified GLD-1 + fluorescein TGE RNA, fluorescence polarization | AID 2280;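 active = percent inhibition above a per-plate cutoff, the plate mean of test compounds plus 3 SD, cut at about 30% in these data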;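 also: 0% = DMSO wells with GLD-1 and probe and 100% = wells lacking GLD-1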
PME-1 inh – blocks human protein phosphatase methylesterase 1; recombinant PME-1, FP-Rh probe fluorescence polarization; inhibition, % at 5.9 µM; actives 0.53% (n = 320,000); AID 2130;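 active = inhibition above the campaign mean of all compounds plus 3 SD, cut at about 26% in these data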;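 also: competitive labeling of PME-1 active site by serine hydrolase directed probe; 0% = PME-1 with DMSO and 100% = wells lacking PME-1 enzyme; inhibitors block probe labeling so polarization falls and inhibition rises; many of its hits are not listed in these tables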
Target sequence (Q9Y570 whole entry, looked up): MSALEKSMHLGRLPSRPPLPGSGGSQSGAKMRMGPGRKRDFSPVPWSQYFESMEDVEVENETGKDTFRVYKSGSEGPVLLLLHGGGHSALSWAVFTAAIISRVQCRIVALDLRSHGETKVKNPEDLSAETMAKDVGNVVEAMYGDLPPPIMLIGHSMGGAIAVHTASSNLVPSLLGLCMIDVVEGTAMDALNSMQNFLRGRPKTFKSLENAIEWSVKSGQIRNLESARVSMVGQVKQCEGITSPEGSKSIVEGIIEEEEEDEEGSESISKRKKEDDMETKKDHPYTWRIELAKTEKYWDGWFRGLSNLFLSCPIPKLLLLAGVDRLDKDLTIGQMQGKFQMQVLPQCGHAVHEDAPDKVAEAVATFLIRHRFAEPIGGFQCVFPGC
MCL1 BIM primary – disrupts human MCL1 binding to BIM-BH3 peptide; Q07820; GST-MCL1 / FITC-Bim-BH3 fluorescence polarization; inhibition, % at 10.9 µM; actives 0.68% (n = 320,000);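 active = inhibition above the mean inhibition of all tested compounds plus 3 SD, set per campaign, cut at about 40% in these data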;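 also: 0% = DMSO wells and 100% = unlabeled Bim-BH3 peptide control; higher means more loss of mP so more displacement of Bim peptide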
PAFAH1B2 FP inh – blocks human PAF acetylhydrolase 1b catalytic subunit 2; P68402; recombinant PAFAH1B2, FP-rhodamine activity probe, fluorescence polarization; inhibition, % at 3.39 µM; actives 1.2% (n = 340,000);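 active = inhibition above the mean of all tested compounds plus 3 SD, cut at about 24% in these data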;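 also: 0% = enzyme with DMSO and 100% = wells lacking PAFAH1B2; many of its hits are not listed in these tables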
Bcl-xL primary – Bcl-xL (human) inhibition; Q07817; GST-Bcl-xL / FITC-Bim BH3 peptide fluorescence polarization; inhibition, % at 10.9 µM; actives 0.7% (n = 320,000);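 active = inhibition above the mean of all tested compounds plus 3 SD, cutoff set per campaign, cut at about 30% in these data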;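 also: 0% = DMSO wells and 100% = unlabeled Bim-BH3 peptide competitor; inhibitors lower millipolarization by displacing the labeled peptide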
Target sequence (Q07817 whole entry, looked up): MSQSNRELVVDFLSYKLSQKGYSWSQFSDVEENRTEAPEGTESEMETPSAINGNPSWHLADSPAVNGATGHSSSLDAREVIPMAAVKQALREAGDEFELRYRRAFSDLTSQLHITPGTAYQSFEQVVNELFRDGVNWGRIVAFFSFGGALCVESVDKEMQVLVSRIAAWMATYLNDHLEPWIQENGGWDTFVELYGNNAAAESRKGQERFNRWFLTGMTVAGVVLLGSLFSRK
AHR activator – activates the human aryl hydrocarbon receptor. P35869. AHR-responsive luciferase reporter cells, luminescence. activation, % at 5 µM. actives 2.5% (n = 320,000). AID 2796; in the data active = activation above about 47%;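 also: 0% = vehicle wells and 100% = reference agonist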
Fam108B counter – blocks mouse Fam108B hydrolase in RBBP9 counter-screen; recombinant Fam108B, FP-Rh probe fluorescence polarization; inhibition, % at 9.51 µM; actives 0.33% (n = 300,000); AID 1947;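 active = inhibition above the screen mean inhibition plus 3 SD, computed separately per campaign, cut at about 18% in these data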;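 also: inhibitors lower polarization as less probe binds the enzyme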
pPAFAH inh – inhibitors of human plasma PAF acetylhydrolase (pPAFAH) | recombinant pPAFAH, FP-rhodamine probe fluorescence polarization | inhibition, % at 3.39 µM | actives 1.5% (n = 330,000);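 active = inhibition above the mean inhibition across the screen plus 3 SD, cut at about 25% in these data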;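 also: inhibitors block binding of the rhodamine activity-based probe so polarization drops; 0% = enzyme with DMSO and 100% = wells lacking pPAFAH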
Target sequence (Q13093 whole entry, looked up): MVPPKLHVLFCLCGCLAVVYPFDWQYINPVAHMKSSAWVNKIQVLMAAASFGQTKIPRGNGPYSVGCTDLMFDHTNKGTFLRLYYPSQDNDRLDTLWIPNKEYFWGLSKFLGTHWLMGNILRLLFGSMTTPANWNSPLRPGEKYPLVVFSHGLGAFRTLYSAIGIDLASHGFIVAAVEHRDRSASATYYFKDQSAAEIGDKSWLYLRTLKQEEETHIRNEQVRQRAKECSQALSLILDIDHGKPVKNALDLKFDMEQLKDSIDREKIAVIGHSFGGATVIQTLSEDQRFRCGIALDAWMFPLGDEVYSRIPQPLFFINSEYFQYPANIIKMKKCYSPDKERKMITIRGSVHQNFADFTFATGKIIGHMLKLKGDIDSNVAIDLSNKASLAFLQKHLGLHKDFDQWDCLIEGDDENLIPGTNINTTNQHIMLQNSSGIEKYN
MEX-5 binding – C. elegans MEX-5 TCR-2 RNA binding activity; Q9XUB2; MEX-5/FITC-TCR2 RNA binding, fluorescence polarization; hits give low values; activity score (negative = inhibition of binding), % at 10 µM; actives 0.38% (n = 300,000);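 active = inhibition past about -25% in most replicates, and total fluorescence under double the plate's negative control median, limit read from the data; inconclusive = replicates evenly split on the limit, or fluorescence at least double controls; inactive = too little inhibition in most replicates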;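 also: 0% = DMSO and -100% = 5 µM competing unlabeled TCR2 RNA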
* marks the source's active call; other numbers are inactive results; ? = inconclusive; / = no result given.

smiles	GLD-1 TGE inh	PME-1 inh	MCL1 BIM primary	PAFAH1B2 FP inh	Bcl-xL primary	AHR activator	Fam108B counter	pPAFAH inh	MEX-5 binding
O=C(Nc1ccc(Oc2ccccc2)cc1)C1CC1	-2	1	2	-2	5	0	0	5	-0.6
C#CCOCCOCCOCCNc1nc(N2CCOCC2)nc(N2CCN(C(=O)[C@H](CO)n3cc([C@@H](N)C(C)C)nn3)CC2)n1	-1	/	/	1	/	0	/	-2	/
COc1ccc(-n2c(N)c(C(=O)NCc3ccco3)c3nc4ccccc4nc32)c(OC)c1	-25	-10	-29	-2	-14	4	-6	2	3.6
O=C(Nc1ccc(N2CCOCC2)c(Cl)c1)c1ccc(Br)o1	4	-1	-2	0	4	-2	-5	3	-2.7
CC(CNCC1CCCO1)COc1cccc2ccccc12 (stereo not given)	4	0	7	4	9	6	3	8	-1.5
C=C(C)COc1ccc(-c2nc(N)nc(C)c2-c2ccc(OC)cc2)c(O)c1	13	7	16	-4	24	33	0	4	-2.2
COc1cccc(OCC(=O)Nc2cc(Cl)ccc2Oc2ccccc2)c1	-44	-2	-8	-3	-2	6	-1	0	2.0
COc1ccc2c(c1)C=C(CN1CCN(C3CCCC3)C(CCO)C1)CO2 (stereo not given)	3	-1	-5	-1	0	1	2	-6	0.9
CC(C)CC(=O)Nc1cccc(NC(=O)CC(C)C)n1	4	1	-11	1	-5	2	7	0	-1.0
CC(C)Cn1c(-c2ccc(Br)cc2)c[nH]c1=S	-3	7	-18	5	-26	7	5	6	-3.2
CCc1ccc(N2C(=O)Nc3ccccc3C2(O)C(=O)N2CCN(c3ccccn3)CC2)cc1 (stereo not given)	-9	3	-4	3	-1	3	-7	-2	1.1
COc1ccccc1C(CNC(=O)C1CC(=O)N(Cc2ccccc2)C1)N1CCCC1 (stereo not given)	-1	8	1	6	2	1	/	0	/
CCOC(=O)c1nnn(-c2nonc2N)c1CN(C)Cc1ccccc1	-5	0	5	1	7	2	-5	6	0.8
O=C(CO)N/N=C/c1ccc(Cl)cc1	0	-2	6	2	4	-2	0	-1	-0.4
CC1(C)O[C@@H]2C[C@H]3[C@@H]4C[C@H](F)C5=CC(=O)CC[C@]5(C)[C@H]4[C@@H](O)C[C@]3(C)[C@]2(C(=O)CO)O1	3	3	-1	2	3	10	1	6	/
CC(=O)c1cccc(NC(=O)COc2ccccc2C(=O)c2cc(C#N)c(=O)n(C3CCCCC3)c2)c1	0	-8	13	-2	7	6	-1	-3	0.7
COCCNC(=O)C(c1ccc(C)cc1)N(C(=O)CCC(=O)Nc1ccccn1)C1CCCCC1 (stereo not given)	4	-1	9	5	6	0	-2	4	-2.1
CCC(c1nnc(SCC(=O)NC2CCCCC2)n1Cc1ccccc1)N(C)C (stereo not given)	8	-3	2	2	6	1	-2	3	2.9
CCOC(=O)c1c(C)[nH]c(C(=O)OC(C)C(=O)Nc2ccccc2OC)c1C (stereo not given)	0	-8	-21	6	-10	18	-9	2	-2.1
O=C1CC(c2ccccc2)n2nc(N3C(=O)c4ccccc4C3=O)nc2N1 (stereo not given)	5	-1	-2	5	9	3	-1	1	-4.2
Cc1cccc(NC(=O)CN2C(=O)NC(C)(c3ccc4ccccc4c3)C2=O)n1 (stereo not given)	6	-9	0	-4	1	6	-2	0	-3.8
COCCCN1C(=O)C(=O)/C(=C(/O)c2ccc(OC(C)C)cc2)C1c1ccc(O)c(OC)c1 (stereo not given)	-2	3	3	/	3	0	-1	3	-0.4
CN(C)c1ccc(/C=C/C=C2/SC(=S)N(c3ccccc3)C2=O)cc1	-25	-66	22	-21	36*	1	-39	-23	-0.3
CN(CC(=O)NC1CCCCCC1)S(=O)(=O)c1ccccc1	4	1	2	2	2	0	0	1	1.3
CCC1(c2ccccc2)NC(=O)N(CC(=O)NCc2ccncc2)C1=O (stereo not given)	3	2	-1	0	1	1	6	1	-0.5
COc1ccc(/C=C2\N=C(c3ccccc3)N(c3ccc(C(=O)O)cc3)C2=O)cc1OC	-11	-9	0	1	4	-5	2	0	-1.2
COCCn1ccc2c(OCC(=O)NCCc3ccc(OC)c(OC)c3)cccc2c1=O	-1	4	3	4	3	1	-4	2	-0.1
Cc1ccc(-c2nnn(CC(=O)N(CC3CCCO3)C(C(=O)NC(C)(C)C)c3ccc(F)cc3)n2)o1 (stereo not given)	5	-7	5	7	7	-3	2	5	-1.3
Cn1nccc1NC(=O)Nc1ccc(OC(F)(F)F)cc1	7	9	1	/	1	3	-2	-4	-1.8
O=C(NCCOc1ccccc1)C1Nc2ccc(OC(F)(F)F)cc2C2C=CCC12 (stereo not given)	0	3	7	-1	-3	10	-2	4	2.6
O=C(NCc1ccc(N2CCCC2=O)cc1)Nc1cccc2ccccc12	-4	-2	2	5	-2	3	0	3	-1.2
Cc1ccc(S(=O)(=O)N2CCN(S(=O)(=O)c3ccccc3)C2c2ccc(N(C)C)cc2)cc1 (stereo not given)	6	5	1	6	5	2	-1	-2	1.1
NC(=O)C(NC(=O)OCc1ccccc1)c1ccccc1 (stereo not given)	1	-1	-3	3	4	-1	1	3	-0.6
Cc1cccc(C)c1-n1c(=O)n(Cc2ccccc2)c(=O)c2[nH]cnc21	2	3	2	1	1	-1	3	-2	1.0
Cn1c2ccccc2c2nnc(SCc3nnc(-c4ccccc4)o3)nc21	4	-1	0	/	0	4	-3	8	0.2
CN(C(=O)CSc1nnc(-c2ccccc2)n1C)C1CCS(=O)(=O)C1 (stereo not given)	-5	-2	-1	1	0	0	0	3	0.9
CCOc1ccc(N2CC(C(=O)Nc3ccc(S(=O)(=O)Nc4ncccn4)cc3)CC2=O)cc1 (stereo not given)	-1	-3	4	0	9	1	1	4	/
COc1ccc2c(-c3ccccc3)cc(SCC(N)=O)nc2c1	-2	-8	6	-3	4	4	-9	33*	-33*
O=C(O)CCC(=O)CCC(=O)c1ccccc1	-3	-3	5	4	1	-1	1	4	0.9
CCN1C=CC(=C2C(=O)c3ccccc3C2=O)C=C1	-3	1	0	3	3	-11	2	1	-1.9
COc1ccc(Nc2ccc(Nc3ccc(OC)cc3)nn2)cc1	9	1	13	1	6	16	-2	5	5.1
O=C(COc1cccc([N+](=O)[O-])c1)NN1C(=O)c2ccccc2C1=O	2	4	-6	-2	-7	3	-4	-2	-3.8
COc1ccc(C)cc1S(=O)(=O)NCC(c1ccc2c(c1)OCO2)N1CCN(C)CC1 (stereo not given)	7	2	3	8	0	-1	3	-1	0.9
C=CCn1c(CCNC(=O)c2cccs2)nnc1SCC(=O)c1ccc(Br)cc1	-1	2	0	14	-1	-2	2	3	3.2
Cc1cc(C(=O)N/N=C/c2ccccc2)c(C)o1	1	-2	0	7	1	14	2	1	-1.6
COc1ccc(NC(=O)COC(=O)CCc2ccc(S(=O)(=O)N3CCOCC3)cc2)cc1OC	-1	/	/	3	/	-1	/	8	/
c1ccc(-c2nc(-c3ccncc3)no2)cc1	-5	2	7	3	5	9	0	4	1.4
CC(C)(C)NC(=O)C(=O)N/N=C/c1cccs1	8	4	10	12	6	10	3	2	0.4
O=C(COC(=O)c1ccc(Br)c(S(=O)(=O)N2CCOCC2)c1)NC1CC1	3	/	/	2	/	-2	/	4	/
CN(C)CCNC(=O)C(=O)Nc1cc2c3c(c1)CCN3C(=O)CC2	5	6	6	3	7	0	-1	-5	-1.0

Next part:
smiles	GLD-1 TGE inh	PME-1 inh	MCL1 BIM primary	PAFAH1B2 FP inh	Bcl-xL primary	AHR activator	Fam108B counter	pPAFAH inh	MEX-5 binding
Cc1ccc(NC(=O)CSc2nnc(Cn3cnc4ccccc43)o2)cc1	-7	4	-2	0	0	6	3	-1	-0.7
O=C(NCc1ccccc1F)C1CCCN1S(=O)(=O)c1ccc(Cl)cc1 (stereo not given)	0	-2	11	10	7	0	-2	1	2.8
COc1ccc(CNC(=O)[C@]2(C)CCC[C@@]3(C)C4CC[C@@]5(C)C[C@]4(CCC32)CC5=O)cc1 (stereo not given in full)	8	0	-2	1	-1	2	/	-5	/
C[C@@H]1CN([C@@H](C)CO)C(=O)c2cc(NC(=O)C3CC3)ccc2O[C@H]1CN(C)C	6	/	/	-1	/	0	/	1	/
O=C(COc1ccccc1)NC1C(=O)N2C(C(=O)O)=C(Cl)CSC12 (stereo not given)	9	-1	30	11	11	0	-2	6	0.3
O=S1(=O)C=C(N2CCCCC2)c2ccccc21	0	-6	12	4	5	7	-2	0	1.1
Cc1ccc2c(c1)cc1c(=O)n(CC(=O)NCc3ccccn3)nc(C)n12	-5	1	8	7	2	2	-5	1	-1.2
CCN1CCN(C(=O)c2cc3ccc(OC)cc3[nH]2)CC1	7	-13	13	8	3	-2	-6	-4	0.5
CCn1c(SCC(=O)NCc2cccs2)nnc1-c1ccncc1	-1	3	-9	8	-10	-2	5	5	0.2
CC(C)Cn1c(-c2ccccc2)nc2ccccc2c1=O	0	0	-3	4	-5	7	1	-3	-0.5
COc1ccc(NC(=S)Nc2cccc(C)n2)cc1	7	2	6	/	2	7	-2	0	-0.1
Cc1ccc(C)c2[nH]c(=O)c(CCNC(=O)C(C)(C)C)cc12	0	5	-3	5	-5	9	-4	-1	-1.5
COc1ccc2[nH]c(=O)c(CN(Cc3cccs3)S(=O)(=O)c3cccc4nsnc34)cc2c1	10	3	9	0	3	-2	-3	3	-4.4
O=C(/C=C/c1ccc(Cl)cc1Cl)OCC(=O)N1CCCC1	2	-2	0	2	1	0	/	8	/
COc1cc(/C=N/Nc2nc(=O)[nH]nc2C)ccc1O	-4	4	-16	4	-11	15	-7	-2	?
CCOC(=O)CSc1nc(N2CCOCC2)c2c(c1C#N)CC(C)(C)N(C)C2	73*	3	56*	6	59*	-3	3	2	-1.1
COC(=O)Cn1cccc1C(=O)c1ccccc1	8	-4	5	5	-1	0	0	10	-1.8
Cc1cc(Cl)ccc1NC(=S)NCCCN1CCCC1=O	-1	-2	-1	8	1	-3	-4	-3	1.2
CS(=O)(=O)N1CCN(C(=O)CSc2ccccc2)CC1	3	-1	0	1	-3	-1	0	7	0.0
Cc1nc2ccc(NS(=O)(=O)c3ccc(F)c(F)c3F)cc2s1	-6	/	/	3	/	5	/	3	/
COc1ccc([C@H]2Cc3cccc(O)c3C(=O)O2)cc1O	0	6	2	3	0	15	/	-1	/
CC(C)(C)NC(=O)/C(=C\c1cccnc1)NC(=O)c1ccco1	2	-1	2	2	2	1	-1	6	0.1
O=C(CCN1C(=O)c2ccccc2C1=O)Nc1ccc(-c2nc3ccccc3s2)cc1	3	-8	-22	3	-12	32	-6	-6	1.3
CCCSc1ccc(C(=O)Nc2ccc(F)cc2F)cn1	-9	-3	12	-1	2	-3	2	-3	0.7
Nn1cnnc1N/N=C/c1ccc(Cl)c([N+](=O)[O-])c1	-8	-2	-14	5	-8	15	-4	-5	-0.1
CCN(CC1COc2ccccc2O1)C(=O)c1ccc(Cl)c(S(=O)(=O)N2CC(C)OC(C)C2)c1 (stereo not given)	6	3	-4	0	-2	-1	-5	4	0.2

An excerpt. The share of hits here may be higher or lower than overall.
